HTRA1 inhibitor = blocks human HTRA1 serine peptidase; Q92743; recombinant HTRA1, FP-rhodamine activity-based probe, fluorescence polarization; inhibition, % at 5.96 µM; actives 0.5% (n = 340,000); in the data active = inhibition above about 36%;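 note: 0% = enzyme with DMSO and 100% = wells lacking enzyme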
Target sequence (Q92743 whole entry, looked up): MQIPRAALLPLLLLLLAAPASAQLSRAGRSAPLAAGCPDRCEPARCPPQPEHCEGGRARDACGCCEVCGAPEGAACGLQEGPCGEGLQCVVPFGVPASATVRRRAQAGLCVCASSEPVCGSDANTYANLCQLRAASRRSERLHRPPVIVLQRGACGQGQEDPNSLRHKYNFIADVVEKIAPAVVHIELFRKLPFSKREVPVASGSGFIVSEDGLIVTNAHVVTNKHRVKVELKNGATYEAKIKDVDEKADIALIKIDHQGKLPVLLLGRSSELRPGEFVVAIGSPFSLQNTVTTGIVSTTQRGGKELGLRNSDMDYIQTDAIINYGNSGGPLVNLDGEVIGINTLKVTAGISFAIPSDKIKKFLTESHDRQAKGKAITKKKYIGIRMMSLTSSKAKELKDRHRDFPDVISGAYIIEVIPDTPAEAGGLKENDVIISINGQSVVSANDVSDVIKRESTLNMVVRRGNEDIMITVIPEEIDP
PRMT1 inh = PRMT1 (human) inhibition, primary screen. Q99873. recombinant PRMT1, activity-based probe fluorescence polarization. inhibition, % at 2.79 µM. actives 1.3% (n = 370,000);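 active = inhibition above about 21% made by adding two undisclosed values, limit read from the data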
Rev-erbA mod = modulates human Rev-erb alpha binding to DNA | P20393 | Rev-erbα–FITC-DNA binding, fluorescence polarization, 90 min | activity, % at 10 µM | actives 0.79% (n = 370,000) | AID 1259318;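 active = activity above about 14%, limit read from the data; passing the limit was not always enough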;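 note: 0% = DMSO wells with 35 nM protein and 100% = DMSO wells with 750 nM protein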
Target sequence (P20393 whole entry, looked up): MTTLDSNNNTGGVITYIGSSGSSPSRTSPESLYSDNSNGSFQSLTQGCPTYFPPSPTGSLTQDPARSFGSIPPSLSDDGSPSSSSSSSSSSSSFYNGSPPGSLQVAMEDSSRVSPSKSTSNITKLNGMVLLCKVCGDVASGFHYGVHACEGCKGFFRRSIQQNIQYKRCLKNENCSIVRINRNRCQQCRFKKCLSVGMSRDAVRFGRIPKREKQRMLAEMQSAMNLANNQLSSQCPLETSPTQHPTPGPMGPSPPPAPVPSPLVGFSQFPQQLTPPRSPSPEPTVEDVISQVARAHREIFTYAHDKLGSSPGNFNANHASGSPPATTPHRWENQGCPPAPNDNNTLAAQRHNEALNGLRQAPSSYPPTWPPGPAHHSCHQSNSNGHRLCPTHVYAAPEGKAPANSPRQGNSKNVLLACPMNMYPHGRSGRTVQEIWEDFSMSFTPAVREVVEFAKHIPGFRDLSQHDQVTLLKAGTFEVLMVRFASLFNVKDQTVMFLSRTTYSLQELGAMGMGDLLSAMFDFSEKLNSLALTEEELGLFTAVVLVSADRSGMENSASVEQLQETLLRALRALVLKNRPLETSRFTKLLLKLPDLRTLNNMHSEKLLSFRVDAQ
mABHD4 FP = inhibits mouse alpha/beta hydrolase domain 4 | Q8VD66 | purified mABHD4, FP-Rh probe fluorescence polarization | inhibition, % at 8.92 µM | actives 0.54% (n = 370,000) | AID 720543;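 active = inhibition exceeding the mean over every tested compound plus 3 SD, cut at about 30% in these data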;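 note: 0% = plate median of compound wells and 100% = S159A mutant with DMSO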
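Assay system: mABHD4 protein; medium: HEPES pH 7.0, NaCl, Pluronic buffer; dosing: 8.92 µM, single dose; schedule: 45 min + 60 min at 25 °C; signal: FP readout, ex 525 nm / em 598 nm; read-out: normalized percent inhibition of probe labeling; repeats: single replicate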
TCR CD3 inh = human TCR-CD3 binding inhibition; TAMRA-labeled TCR probe fluorescence, biochemical; inhibition, % at 9.4 µM; actives 0.37% (n = 360,000); in the data active = inhibition above about 19%;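 note: recombinant mutant TCR 2C K166C tagged with TAMRA read by polarization; 0% = receptor in buffer alone and 100% = receptor with positive control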
LEDGF integ inh = blocks HIV-1 LEDGF/p75-dependent DNA integration; AID 743269; inhibition, % at 3.7 µM; actives 0.64% (n = 370,000); TR-FRET IN-LEDGF/p75 DNA integration, Eu/Cy5;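 active = inhibition above the screen-wide mean plus 3 SD, cut at about 13% in these data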;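 note: signal is the Cy5 over europium emission ratio at 671 and 618 nm; 0% = plate median of compound wells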
SIAE inh = human SIAE inhibition, primary screen. Q9HAT2. SIAE FP-Rh probe binding, fluorescence polarization. inhibition, % at 9.66 µM. actives 0.69% (n = 370,000). AID 1053197;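 active = inhibition above a cutoff: mean of compounds within the control limits plus 3 SD of those, cut at about 17% in these data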;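 note: 0% = plate median of compound wells and 100% = probe without SIAE protein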
PG9 Ab binder = binds the HIV-1 gp120 antibody PG9; TR-FRET gp120-PG9 antibody binding; inhibition, % at 6.7 µM; actives 0.43% (n = 360,000); AID 624416; in the data active = inhibition above about 8.5%
TDP2 inh = TDP2 (human) inhibition, absorbance primary screen | O95551 | recombinant TDP2, T5PNP hydrolysis, p-nitrophenol absorbance 415 nm | inhibition, % at 12.8 µM | actives 0.34% (n = 370,000) | AID 720702;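 active = inhibition above the mean of all tested compounds plus 3 SD, set per campaign, cut at about 25% in these data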;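 note: 0% = DMSO with enzyme and 100% = buffer with substrate but no TDP2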
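System: recombinant human TDP2 / Amount: 120 nM TDP2 per well / Also added: 5 mM T5PNP chromogenic substrate / Doses: 12.8 µM single point, 1% DMSO / Incubation: 2 h at 37 °C / Detection: p-Nitrophenol epi absorbance / Evaluation: % inhibition relative to enzyme-containing and enzyme-free wells / Repeats: singlicate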
rCAG binder = r(CAG) repeat RNA binding. TO-PRO-1 dye displacement fluorescence. inhibition, % at 3 µM. actives 1.3% (n = 370,000). AID 651821;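 active = inhibition above the plate cutoff, the mean of all test compounds on that plate plus 3 SD, cut at about 35% in these data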;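 note: 0% = DMSO alone and 100% = 100 µM mitoxantrone as full dye displacement; higher means more dye released from RNA so lower well fluorescence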
Numbers without * were called inactive; . = not tested or not shown.

SMILES	HTRA1 inhibitor	PRMT1 inh	Rev-erbA mod	mABHD4 FP	TCR CD3 inh	LEDGF integ inh	SIAE inh	PG9 Ab binder	TDP2 inh	rCAG binder
CCN(CC(=O)Nc1ccc2c(c1)OCCO2)C(=O)c1ccc(Cl)cc1Cl	-4	3	-1	-2	-14	-2	0	-0.7	-2	-1
O=C(N/N=C/c1ccc(O)cc1)c1cc(C23CC4CC(CC(C4)C2)C3)[nH]n1	-19	0	7	6	4	1	5	-1.8	-5	6
O=c1cc(-c2ccc([N+](=O)[O-])cc2)nc2cc(-c3ccc(F)cc3)[nH]n12	1	4	-3	20	-1	4	1	0.2	0	35*
CC(=O)C1=C(O)C(=O)N(CCN(C)C)C1c1ccc(Cl)cc1 (configuration not stated)	5	2	-5	-3	2	1	0	1.0	-5	1
CCc1ccc(N(C2C=CS(=O)(=O)C2)S(=O)(=O)c2ccc(C)cc2)cc1 (configuration not stated)	2	-3	9	1	-3	4	-2	0.5	5	-5
C=CCn1cc(C(C)=O)c(=O)[nH]c1=O	-2	-2	-1	1	-2	-2	-2	-0.7	-5	-3
Cc1cccc(C)c1Nc1c(-c2ccsc2)nc2ncccn12	-2	1	-1	0	1	-7	4	-0.2	-6	-7
O=C(NCCSc1ccc(Cl)cc1)c1ccc(CN2CCOCC2)cc1	3	-2	3	-2	9	2	1	0.1	-9	-11
O=C(O)c1ccccc1-c1nc2ccccc2[nH]1	-2	4	-3	1	4	1	-4	-3.9	3	1
COc1ccccc1-c1ccc2c(c1)C(C)(Cc1ccccc1C#N)C(=O)N2 (configuration not stated)	.	0	48*	-9	8	-1	-1	0.2	1	2
CCS(=O)(=O)NC(C)C(c1cccs1)N1CCN(c2ccc(OC)cc2)CC1 (configuration not stated)	1	-1	-4	1	-1	1	3	0.6	3	1
CC(C)N1CCN(Cc2cccc(-c3ccco3)c2)CC1CCO (configuration not stated)	5	2	4	1	1	1	2	0.6	4	0
CC(=O)N(Cc1cc2cc(C)ccc2[nH]c1=O)c1cccc(C)c1C	2	6	3	5	3	-5	3	-0.3	-6	-9
N#CC1=C(C=Nc2ccccc2O)CCC1	1	1	0	1	5	11	-1	-0.3	10	-2
C/C(=N\NC(=S)NCc1ccccc1)c1ccc(Br)cc1	-44	6	6	-11	-2	-1	7	0.3	-8	6

As entered above:
CC(=O)C1=C(O)C(=O)N(CCN(C)C)C1c1ccc(Cl)cc1 (configuration not stated) in LEDGF integ inh shows 1
COc1ccccc1-c1ccc2c(c1)C(C)(Cc1ccccc1C#N)C(=O)N2 (configuration not stated) in LEDGF integ inh shows -1
CCN(CC(=O)Nc1ccc2c(c1)OCCO2)C(=O)c1ccc(Cl)cc1Cl in Rev-erbA mod shows -1

(cont.)
SMILES	HTRA1 inhibitor	PRMT1 inh	Rev-erbA mod	mABHD4 FP	TCR CD3 inh	LEDGF integ inh	SIAE inh	PG9 Ab binder	TDP2 inh	rCAG binder
CC(C)c1ccc(Oc2cccc3c2S(=O)(=O)N([C@H](C)c2ccccc2)C[C@@H](COCc2ccccc2)O3)cc1	.	-1	8	0	5	-1	1	-2.7	3	4
C/C=C(\C)C(=O)Nc1cccc(C2=NOC3(C2)C[C@H](C(N)=O)N(C(=O)c2cc([N+](=O)[O-])cc([N+](=O)[O-])c2)C3)c1 (some centres not stated)	-5	-3	2	-2	1	-1	2	-4.0	10	13
COC(=O)C1CC23C=CCN4CCC5(c6ccccc6NC15C2C)C43 (configuration not stated)	13	5	5	-3	-7	5	1	0.1	-2	14
COc1cccc(CN(CCC(=O)O)Cc2cccc(OC)c2)c1	-6	-2	-1	4	0	2	1	0.2	12	5
COc1ccc(C2=NN(C(C)=O)C(c3cccs3)C2)cc1OC (configuration not stated)	7	-2	-7	2	-4	4	3	0.4	14	-3
O=C1CN(S(=O)(=O)c2ccccc2)CC(=O)N1CCc1ccccc1	-4	5	-2	-8	6	-4	-2	0.1	-1	-1
COc1ccc(/C=N/N(CCC(=O)NC(C)(C)C)C2=NS(=O)(=O)c3ccccc32)cc1	0	-5	-2	1	5	7	-6	0.6	-9	3
O=C(NNC(=S)Nc1ccccc1Cl)c1ccccc1	6	-2	10	4	6	-3	5	-1.5	8	6
CC(C)(C)NC(=O)c1nn2c(C(F)(F)F)cc(-c3ccccc3)nc2c1Br	-9	2	-3	-6	8	3	-2	-0.9	-5	-1
CCOC(=O)C1=C(Nc2cccc(Cl)c2)OCC1=O	2	3	-1	2	-8	-8	-2	-1.2	0	-4
O=C(CN1CCN(c2ccccn2)CC1)NC1CCCC1	3	-1	-9	3	-1	1	-4	-0.3	-2	-1
FC(F)(F)c1cccc(-c2cc3nc(NCCCn4ccnc4)ccn3n2)c1	.	0	-6	-2	-8	-3	-3	0.9	0	0
CCc1ccc(OCC2c3cc(OC)c(OC)cc3CCN2C(=S)NC)cc1 (configuration not stated)	-25	6	0	-10	1	-5	-12	1.5	3	-2
COc1ccc(-c2ccc(SCC(=O)N3CCCC3)nn2)cc1OC	2	1	4	-3	5	-2	-9	-0.5	-9	-5
CCOc1ccccc1NS(=O)(=O)c1ccc2oc(=O)ccc2c1	-2	-3	-1	2	6	-1	9	-1.6	14	-1

Brought forward from above: two entries, followed by the next part.
SMILES	HTRA1 inhibitor	PRMT1 inh	Rev-erbA mod	mABHD4 FP	TCR CD3 inh	LEDGF integ inh	SIAE inh	PG9 Ab binder	TDP2 inh	rCAG binder
COc1ccc(-c2ccc(SCC(=O)N3CCCC3)nn2)cc1OC	2	1	4	-3	5	-2	-9	-0.5	-9	-5
CCOc1ccccc1NS(=O)(=O)c1ccc2oc(=O)ccc2c1	-2	-3	-1	2	6	-1	9	-1.6	14	-1
Cc1ccc(-c2nnn(CC(=O)N(CC(=O)NC3CCCC3)c3ccccc3F)n2)o1	-11	7	7	0	-7	0	6	1.0	-1	-2
O=C(NC(c1ccccc1)c1cnccn1)C1CCN(CCOc2ccc(Cl)cc2Cl)CC1 (configuration not stated)	.	6	5	5	-3	1	2	-2.3	1	2
CN(C(=O)CSc1nc2scc(-c3ccccc3)c2c(=O)[nH]1)c1ccccc1	-35	7	8	-37	-6	0	-13	0.1	-11	22
Cc1ccc(/C=N/n2c(C)n[nH]c2=S)o1	-1	0	1	1	-5	0	-1	-0.3	6	-1
Cc1ccc(-c2ccc(/C=N/NC(N)=S)o2)cc1	-5	5	6	6	-1	-1	10	-2.5	-5	4
Cn1cc(Br)c(C(=O)NNC(=O)Cc2ccc(Cl)cc2)n1	2	-1	-8	3	-1	-1	-5	-1.7	-18	2
COc1ccc(N2CCN(C(=O)C(C)(C)Oc3ccc(Cl)cc3)CC2)cc1	-2	-3	5	1	6	3	4	0.0	8	0
COc1ccc(Br)cc1C1Nc2ccccc2C(=O)N1NC(=O)c1ccncc1 (configuration not stated)	2	2	.	-5	-4	0	-4	1.6	-8	3
CC1(C)CC(=O)c2cc(C(=O)NCc3ccco3)c(=O)n(-c3ccc(Cl)cc3)c2C1	-12	-1	-3	-3	-4	-2	3	-4.7	2	-4
O=C(CSc1nc2ccsc2c(=O)n1Cc1ccc(C(=O)O)cc1)NCC1CCCO1 (configuration not stated)	-2	1	-4	-8	9	-5	-7	0.4	-8	3
COC(=O)c1sc(NC(=O)c2ccc(Cn3cc(Cl)cn3)o2)c(C#N)c1C	-4	1	-5	13	10	-2	2	1.6	11	48*
CC1CN(CCc2ccccc2)c2nc3c(c(=O)n(CC(N)=O)c(=O)n3C)n2C1 (configuration not stated)	2	3	-5	6	0	-9	1	0.1	-1	-5
CCOC(=O)c1ccc(S(=O)(=O)N2CCC(C(=O)N3CCN(c4ccccc4OC)CC3)CC2)cc1	-3	3	-10	2	-1	-1	3	-0.6	4	4
O=C(CCC1CCCCC1)Nc1cc(Cl)ccc1N1CCOCC1	-17	5	-1	-6	-2	1	-2	-0.7	-8	-3
O=C(O)c1ccccc1Nc1ccc([N+](=O)[O-])cc1	-1	6	10	12	-7	-2	0	0.4	4	4
Cn1nc([N+](=O)[O-])nc1Sc1nnc(-c2ccccc2)o1	0	0	2	-2	7	0	4	-1.2	0	1
O=C(N[C@@H]1CCC(=O)N(CC[C@H](Oc2ccccc2)c2ccccc2)CC1)OCc1ccccc1	-31	1	-2	-1	4	1	2	-1.9	-4	5
COc1cc2c3c(c1OC)C1(C=CC(=NO)C=C1)CC3N(C(C)=O)CC2 (configuration not stated)	5	5	-6	-3	-3	-2	-1	-0.9	-1	-3
COc1cccc(C(=O)Nc2nnc(-c3cccs3)s2)c1	-5	0	17	1	-2	0	1	8.3	-1	4
CCOC(=O)c1ccc(-n2c(CN3CCN(CCO)CC3)nc3ccc([N+](=O)[O-])cc3c2=O)cc1	-11	-8	0	-5	5	1	1	-1.7	-13	10
CCN(CC)c1ncnc2c1ncn2[C@H]1CN(Cc2ccco2)C[C@@H](CO)O1	.	0	5	-5	7	3	3	-1.8	-9	2
COc1cccc(/C=N/NC(=O)CNC(=O)COc2cccc(C)c2)c1O	8	5	-3	2	-8	-6	5	-1.6	-7	2
O=C(Nc1cccc(Cl)c1Cl)C1CC(=O)N(c2ccc(Br)cc2)C1 (configuration not stated)	-6	11	-1	-7	1	-1	-9	1.8	-11	8
Cc1ccc(NC(=O)COC(=O)CCc2ccccc2)cc1S(=O)(=O)N1CCOCC1	-4	3	-1	-9	-2	0	0	2.5	3	2
c1ccc2c(c1)nc(-c1ccncc1)n1nnnc21	1	-1	-2	-3	3	1	-6	-1.4	-3	2
C[C@H](NC(=O)c1cc2c([nH]c3ccccc32)c(-c2ccccc2)n1)C(=O)O	-3	-1	-4	-2	1	3	-13	-0.9	-2	22
Cc1cccc(N2CCN(C(=O)CCC(=O)N3Cc4ccccc4Oc4ncccc43)CC2)c1C	-14	-1	1	6	-2	1	0	0.1	8	-4
Cn1cccc1C(=O)OCC(=O)NNC(=O)c1ccc([N+](=O)[O-])cc1	7	-1	-2	5	2	1	6	-0.3	3	4
CN(C)c1ccc2c(c1[N+](=O)[O-])Cc1ccccc1-2	24	-1	4	6	9	1	10	-1.8	10	4
CC1=C(C(=O)N(C)C)C(c2cccs2)NC(=O)N1 (configuration not stated)	5	-2	0	-3	-1	-6	4	-3.3	2	0
O=C(NCc1ccccn1)Nc1cccc([N+](=O)[O-])c1	7	2	5	6	3	1	-1	1.7	1	-2
NC(=O)C1CCN(C(c2ccccc2)c2nnnn2C2CCCC2)CC1 (configuration not stated)	-1	-1	-3	4	3	0	-2	-1.1	5	-3
Cc1ccccc1N1C(=O)C2C3CCC(O3)C2C1=O (configuration not stated)	4	0	1	0	-4	-2	0	0.3	-2	1
O=C(O)c1ccc(N/N=C/c2ccncc2)cc1	4	10	-2	0	-4	-11	1	-5.6	-18	-1
NC(=O)NCCCC(NC(=O)c1ccc(C#CC2(O)CCCCC2)cc1)C(=O)O (configuration not stated)	8	-2	1	1	-1	2	0	-1.0	-3	-1
CCCCC(=O)N1CCN(c2ccc(OC)cc2[N+](=O)[O-])CC1	6	0	1	7	0	2	3	-1.6	-2	-7

Assay outcomes from PubChem BioAssay.

This is a subset. The share of hits here may be higher or lower than overall.
